S1P3 antagonist = blocks the human S1P3 receptor; inhibition, % at 4.98 µM; Q99500; actives 0.27% (n = 170,000); CHO S1P3 NFAT-BLA reporter, FRET fluorescence, antagonist mode;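 active = inhibition above the plate cutoff, the mean inhibition of test wells on that plate plus 3 SD, cut at about 28% in these data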;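 note: cells challenged with S1P at its EC80 of 0.8 µM; blue over green emission ratio from cleaved BLA substrate after 4 h stimulation; 0% = S1P-stimulated wells and 100% = unstimulated DMSO-only wells; some compounds past the cut are filed as inactive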
Target sequence (Q99500 whole entry, looked up): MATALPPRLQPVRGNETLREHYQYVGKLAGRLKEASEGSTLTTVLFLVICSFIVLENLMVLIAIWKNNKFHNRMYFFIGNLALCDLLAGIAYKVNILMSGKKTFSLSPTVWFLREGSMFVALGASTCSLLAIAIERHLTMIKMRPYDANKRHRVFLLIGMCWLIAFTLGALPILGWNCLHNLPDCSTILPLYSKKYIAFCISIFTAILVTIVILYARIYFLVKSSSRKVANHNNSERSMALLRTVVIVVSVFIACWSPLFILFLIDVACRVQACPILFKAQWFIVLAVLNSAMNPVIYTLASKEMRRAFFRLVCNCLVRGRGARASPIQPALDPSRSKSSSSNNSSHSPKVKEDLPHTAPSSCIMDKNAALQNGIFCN
Starred values were filed as active, the others as inactive; & = joins results of further samples. An excerpt (hit frequency here may not be typical).

The opening two entries, ahead of the listing:
SMILES	S1P3 antagonist
Cn1c2ccccc2c2cc(/C=C(\NC(=O)c3ccccc3)C(=O)O)ccc21	-11
CSc1ccc(NC(=O)/C=C/C(=O)O)cc1	2

Main list (from the top)
SMILES	S1P3 antagonist
Cn1c2ccccc2c2cc(/C=C(\NC(=O)c3ccccc3)C(=O)O)ccc21	-11
CSc1ccc(NC(=O)/C=C/C(=O)O)cc1	2
COc1ccc(C(=O)Nc2ccccc2C(=O)O)cc1NC(=O)C(c1ccccc1)c1ccccc1	3
NC(=O)N/N=C/c1coc2ccc3ccccc3c2c1=O	0
COc1ccccc1C(=O)NC(=O)Nc1nc(-c2ccccc2)cc(C(F)(F)F)n1	-2
Cc1cccc(NC(=O)CC2C(=O)NC3CCCCC3N2C(=O)c2ccccc2Cl)c1 (configuration not stated)	-12
Cc1cc(=O)oc2c1c(C(F)(F)F)nn2-c1ccccc1	0
CC1(C)[C@H]2CC[C@]1(C)[C@@H](OC(=O)C[N+]1(C)CCOCC1)C2	4
Nc1nc(NC(=O)CCC(=O)O)nn1-c1ccccc1	-7
CC(C)N1CCC2(CC1)Oc1ccc(Br)cc1C1CC(c3cccnc3)=NN12 (configuration not stated)	4
Cc1ccc(S(=O)(=O)N2CCC(C(=O)OC(C)C(=O)NC(N)=O)CC2)cc1C (configuration not stated)	-8
COc1ccc(CC2(C)OC(c3ccc(C)c([N+](=O)[O-])c3)=NN2C(C)=O)cc1 (configuration not stated)	-6
COc1ccc(N=Nc2ccc(O)c3ncccc23)cc1	-20
CNC(=O)CSc1nc2ccccc2c(=O)n1-c1cc(OC)ccc1OC	3
CCCCN1C(=O)N(C)C2NC(=S)NC21 (configuration not stated)	-14
C/C(=N\Nc1cc(C)nc(NCc2ccccc2)n1)c1ccc([N+](=O)[O-])cc1	7
COc1cc(/C=N/NC(=O)C2COc3ccccc3O2)ccc1O (configuration not stated)	-14
NNC(=S)Nc1ccc(C(F)(F)F)cc1Cl	1
Clc1ccccc1-c1nc2ccccc2[nH]1	7
O=C(/C=C/c1cccs1)NC(=S)Nc1ccc(S(=O)(=O)Nc2ccccc2C(F)(F)F)cc1	17
O=C(NNS(=O)(=O)c1ccccc1)c1csc(-c2cccnc2)n1	9
O=C(O)CC/C(=N/Nc1ccc([N+](=O)[O-])cc1)C(=O)O	-21
C[n+]1cccc2cccc([O-])c21	2
Cn1c(=NC(=O)C(C)(C)C)sc2cccc(F)c21	16
CSc1sc(C(=O)NC(=O)NCc2cccnc2)c(C)c1-c1ccon1	5

(cont.)
SMILES	S1P3 antagonist
O=[N+]([O-])c1ccc(C2CC(c3ccccc3)=Nc3ccccc3S2)cc1 (configuration not stated)	7
COCCOc1cc2ncnc(N3CCC(C(=O)O)CC3)c2cc1OCCOC	9
O=C1/C(=C/c2ccc([N+](=O)[O-])cc2)CCc2ccccc21	16
Cc1ccc(NC(=O)Nc2ccccc2C(N)=O)cc1	-1
Cc1cc(C(=O)N2CCN(c3ncccn3)CC2)nn1C	-10
O=C(O)CCC(=O)N1CN2CN(C(=O)CCC(=O)O)CC([N+](=O)[O-])(C2)C1	-5
CN(C(=O)Nc1cnccc1C(F)(F)F)C1CCCCC1	-8
O=C1N=NC2=C1c1c3ccccc3c(O)n1CC2	-9
Cc1nc(-c2noc(-c3ccc(Cl)cc3)n2)c(C(F)(F)F)o1	-5
Cn1cc(/C=C2\SC(=S)N(N3CCOCC3)C2=O)c2ccccc21	18
Cc1nnc(Sc2nc(Sc3nnc(C)s3)nc(N3CCN(C)CC3)n2)s1	30
CCn1c(CSc2nnc(-c3ccncc3)n2C)nc2cc(C(=O)O)ccc21	6
O=C(NCc1csc(-c2cccs2)n1)c1ccsc1	3
NS(=O)(=O)c1ccc(-c2ccc(/C=N/NC(=O)c3ccc([N+](=O)[O-])cc3)o2)cc1	-11
O=S(=O)(c1cccs1)N1CN(C2CCCC2)c2nc3ccccc3nc21	6
CCN(CC)c1ccc(S(=O)(=O)N2CCOCC2)cc1NC(=O)CN1CCN(Cc2ccccc2)CC1	3
Cc1ccc(NC(=O)C[n+]2cc(-c3ccccc3)n3c2CCC3)c(C)c1	-5
O=C(COC(=O)c1ccco1)Nc1nc2ccc([N+](=O)[O-])cc2s1	-6
CCCCN1C(=O)/C(=C(/C#N)C(=O)N2CCCC2)c2ccccc21	4
CCOC(=O)c1c(C)[nH]c(N=Nc2cc(C(=O)O)cc(C(=O)O)c2)c1C	6
O=C(CSc1ccc(Cl)cc1)Nc1ccc(C2SCCS2)cc1	0
CC1(C)SC(=S)N(/N=C/c2ccccc2O)C1N(O)C(=O)Nc1ccccc1 (configuration not stated)	9
Cc1ccc(NC(=O)C2CCC(CNc3c(N4CCC(C)CC4)c(=O)c3=O)CC2)cc1F (configuration not stated)	-17
Cn1c(=O)c2c(nc(Br)n2C/C=N/NC(N)=S)n(C)c1=O	-11
Cc1ccc(Nc2c(-c3ccc(C)o3)nc3ncccn23)cc1	0

Continued:
SMILES	S1P3 antagonist
Cc1c(Cl)cccc1NC(=S)N(CCN(C)C)C(C)c1ccco1 (configuration not stated)	-4
COc1ccc(OCC(=O)N/N=C(\C)c2cccs2)cc1	-4
CNC(=S)N(Cc1ccc(Cl)cc1)Cc1cccs1	10
CCc1nc2ccccc2c(C(=O)OCC(=O)NC(=O)c2cccn2C)c1C	1
CC1=C(c2ccccc2)C(=S)NC(C)(C)C1	6
COCCNC(=O)c1c(N)n(/N=C/c2ccc(F)cc2)c2nc3ccccc3nc12	-1
CC(=O)Nc1ccc(C(F)(F)F)cc1Cl	3
O=C(O)Cc1ccc(N=Nc2c(O)c(C(=O)O)cc3ccccc23)cc1	1
O=C1Nc2ccccc2C1Cc1ccccn1 (configuration not stated)	-17
COC(=O)c1c(C)oc(C)c1S(=O)(=O)N1CCCC1	1
O=C(Nc1ccc(S(=O)(=O)Nc2ncccn2)cc1)c1ccccc1NS(=O)(=O)c1ccc(Cl)cc1	3
CCOC(=O)C1(Cc2cccc(F)c2)CCN(C(=O)Cn2cnnn2)CC1	-7
O=S(=O)(Nc1cccc(-c2nnco2)c1)c1ccc(F)cc1F	-4
CCOC(=O)c1cnc2c(C)cccc2c1Nc1cccc(C(=O)O)c1	-12
Nc1nc(=S)c2ncn(C3CCCC3)c2[nH]1	-12
O=C(/C=C/c1ccc(Cl)c([N+](=O)[O-])c1)c1ccc(O)cc1	-11
CC(C)COc1ccc(C(=O)NC(Cc2c[nH]c3ccccc23)C(=O)NN)cc1 (configuration not stated)	-2
COc1cccc(NC2=C(C#N)C(=O)NC(c3cccc(OC)c3O)S2)c1 (configuration not stated)	-6
NCC(=O)Nc1ccc(Cl)cc1C(=O)c1ccc[nH]1	-3
Cn1ncc(N=Cc2ccccc2[N+](=O)[O-])c1C(N)=O	-2
COC(=O)CNC(=O)C1Cc2ccccc2CN1S(=O)(=O)c1cccs1 (configuration not stated)	-2
O=C(NC(=S)N1CCCCC1)c1csc([N+](=O)[O-])c1	2
Cc1nc(-c2ccccc2)c(Cc2ccccc2O)c(=O)[nH]1	1
CN(C)c1ccc(C(O)P(=O)(OC2CCCCC2)OC2CCCCC2)cc1 (configuration not stated)	-4
CCN(CC)S(=O)(=O)c1ccc(N2CCCC2)c(C(=O)OCC(=O)Nc2cc(C)on2)c1	8

More results.
SMILES	S1P3 antagonist
O=C(NC(=S)Nc1ccc2oc(=O)ccc2c1)c1cc2ccccc2o1	2
COc1ccc(Nc2ccc(OC)cc2)cc1	2
O=C(CSc1c2c(nc3ccc(Cl)cc13)CCCC2)N1CCN(C(=O)c2ccco2)CC1	-19
Cc1cc(=O)[nH]c(S)c1C#N	-9
O=C1COc2ccc(C(=O)COc3ccc([N+](=O)[O-])cc3)cc2N1	1
Cc1ccc(C(C)C)c(OCc2ccc(C(=O)N/N=C/c3ccc(C(=O)O)cc3)cc2)c1	-4
CCOC(=O)c1c(C)n(C)c2cc([N+](=O)[O-])c(O)c([N+](=O)[O-])c12	-10
Brc1ccc2ncnc(NCc3cccnc3)c2c1	1
O=C(CSc1ncnc2nc[nH]c12)c1ccc([N+](=O)[O-])cc1	-5
COc1ccc2[nH]c(C(=O)NCCN3CCOCC3)cc2c1	-3
CCOC(=O)c1c(NC(=S)N2CCOCC2)sc2c1CCN(C(=O)OCC)C2	-2
Cc1ccc(C(=O)OCC(=O)Nc2ccc(S(N)(=O)=O)cc2)c(O)c1	3
O=C1NC(=S)N/C1=C\c1ccc(Oc2ccc(C(F)(F)F)cc2[N+](=O)[O-])c(Cl)c1	-11
Cc1ccc(C(=O)NNC(=O)Cc2csc(-c3csc(C)n3)n2)cc1	-2
Cc1ccc([N+](=O)[O-])cc1NC(=O)/C=C/C(=O)O	-17
CC(C)c1nc(SCC(=O)c2c[nH]c3ccccc23)n[nH]1	-9
CCOC(=O)c1c(NC(=S)N2CCCCC2)sc2c1CCN(C(=O)OCC)C2	-4
O=C(OCCOc1ccccc1)c1n[nH]c2ccccc12	-10
Cn1nc(C(=O)Nc2ccc(S(=O)(=O)NCc3ccco3)cc2)c2ccccc2c1=O	-8
O=C(c1ccccc1)c1ccc2c(c1)OCCOCCOCCO2	-10
CCOC(=O)c1cc(-c2csc(Nc3ccccc3Cl)n2)on1	-10
O=C(O)Cc1csc(-c2cccc(Oc3ccccc3)c2)n1	0&-7
CCCCCCCc1n[nH]c(=S)n1Cc1ccccc1	1
Cn1c(C(=O)NCCCN2CCCC2=O)cc2c(=O)n3ccccc3nc21	-3
O=C(CN1CCC(C(=O)O)CC1)Nc1ccccc1Oc1ccccc1	-17

Of the compounds above, these have a CF3 group.
SMILES	S1P3 antagonist
COc1ccccc1C(=O)NC(=O)Nc1nc(-c2ccccc2)cc(C(F)(F)F)n1	-2
Cc1cc(=O)oc2c1c(C(F)(F)F)nn2-c1ccccc1	0
NNC(=S)Nc1ccc(C(F)(F)F)cc1Cl	1
O=C(/C=C/c1cccs1)NC(=S)Nc1ccc(S(=O)(=O)Nc2ccccc2C(F)(F)F)cc1	17
CN(C(=O)Nc1cnccc1C(F)(F)F)C1CCCCC1	-8
Cc1nc(-c2noc(-c3ccc(Cl)cc3)n2)c(C(F)(F)F)o1	-5
CC(=O)Nc1ccc(C(F)(F)F)cc1Cl	3
O=C1NC(=S)N/C1=C\c1ccc(Oc2ccc(C(F)(F)F)cc2[N+](=O)[O-])c(Cl)c1	-11

Next results follow:
SMILES	S1P3 antagonist
Cc1nc([N+](=O)[O-])c(N2CCOCC2)n1Cc1ccccc1	2
COc1ccc(-c2cc(=O)oc(-c3cccc(C)c3)n2)cc1	-10
COc1ccc(OC)c(NC(=O)C(=O)NNC(=O)C23CC4CC(CC(C4)C2)C3)c1	9
CCCCn1c(NC(=O)c2ccc(F)cc2)c(C#N)c2nc3ccccc3nc21	-21
CN(C)c1nc(N)c([N+](=O)[O-])c(NCC2CCCO2)n1 (configuration not stated)	-10
COc1ccc(/C=N/NC(=O)CN2CCN(Cc3ccccc3)CC2)cc1Br	3
COCCNc1ccc(-c2nn(C)c(=O)c3ccccc23)cc1[N+](=O)[O-]	-6
COc1ccc(/C=C/C(=O)NCC(c2ccc(F)cc2)N2CCOCC2)cc1OC (configuration not stated)	11
CC(=O)Oc1ccc(C(=O)O)c(OC(C)=O)c1	-3
Cn1nccc1NC(=O)c1nccnc1C(=O)O	11
CCC[N+](C)(C)C(C)C(OC(C)=O)c1ccccc1 (configuration not stated)	10
CC(C)c1nn(-c2cc(C(F)(F)F)ccn2)c(=O)o1	6
COc1ccc(C2(CCN=Cc3ccc(N(C)C)cc3)CCOC(C)(C)C2)cc1 (configuration not stated)	-4
Cc1ccccc1Oc1nc(-c2ccccn2)nc2ccccc12	2
O=C(c1ccc(Cn2cc(Cl)c([N+](=O)[O-])n2)cc1)N1CCN(Cc2ccccc2)CC1	-7
COc1ccccc1NC(=S)N1CCNC(=O)C1CC(=O)Nc1cccc(C)c1 (configuration not stated)	-3
CSc1nc2sc3c(c2c(=O)n1CC(C)C)CC(C)(C)OC3	-1
CC(=O)Nc1nc(C)c(C(C)(C)C)s1	-2
CN1CCN(C(=O)c2ccc(-c3cccs3)s2)CC1	-1
CCN(CC)CCSc1nc2ccc(OC)cc2[nH]1	-5
O=C(Nc1ccc(F)cc1F)c1c(C(F)(F)F)ccnc1Oc1ccc(Cl)cc1	44*
O=C(c1ccc(S(=O)(=O)N2CCOCC2)cc1)N1CCN(S(=O)(=O)c2ccc(Cl)s2)CC1	-15
CC(NC(=O)C1CCC(CNc2c(N3CCCCC3)c(=O)c2=O)CC1)c1ccccc1 (configuration not stated)	3
COc1cccc(/C=N/NC(=O)CNC(=O)COc2ccccc2)c1O	4
O=C(/C(N=Nc1cccc(C(F)(F)F)c1)=C(/O)c1cccs1)C(F)(F)F	2

Next results follow.
SMILES	S1P3 antagonist
Cc1c(C)c(C)c(CN2CCCC2)c(C)c1C	0
Cc1ccc(N2C(=O)c3cccc4c(N)ccc(c34)C2=O)c2cccnc12	20
Cc1ccc(N(Cc2cc3ccccc3[nH]c2=O)C(=O)c2cccs2)cc1C	-5
NNC(=S)NCc1ccccc1	5
CC1CCc2c(sc3nc(CSc4nnnn4C)[nH]c(=O)c23)C1 (configuration not stated)	-20
CCOC(=O)C(=CNc1ccc(NC2=NCC(C)(C)S2)cc1)C(=O)OCC	7
O=C1CCN(S(=O)(=O)c2ccc(Cl)cc2)CCN1	-4
Cc1ccc(-c2nnc(N3CCN(C(=O)COc4cccc(C)c4)CC3)c3ccccc23)cc1	-17
COc1ccc(S(=O)(=O)N(CCC#N)Cc2ccco2)cc1OC	-1
N#Cc1cccc(Cn2cc(C(F)(F)F)ccc2=O)c1	-2
O=C(CSc1nncs1)NC(=O)Nc1ccc2c(c1)OCCO2	6
Cc1cc(Cl)nc(-n2nc(C)cc2C)n1	4
COc1ccc(C(=O)N/N=C2\CCS(=O)(=O)c3ccc(F)cc32)cc1OC	-4
CC(C)[C@H](NC(N)=O)C(=O)NNC(=O)COc1cccc(C(F)(F)F)c1	-1
O=C(Nc1ccc(S(=O)(=O)Nc2ncccn2)cc1)C1=NN(c2ccccc2)C(=O)CC1	5

As entered above.
`O=C(Nc1ccc(S(=O)(=O)Nc2ncccn2)cc1)C1=NN(c2ccccc2)C(=O)CC1` – S1P3 antagonist = 5
`O=C(CSc1nncs1)NC(=O)Nc1ccc2c(c1)OCCO2` – S1P3 antagonist = 6

Compound activity as filed in PubChem BioAssay.
